Screening results as filed in PubChem.
BioA inh = M. tuberculosis BioA enzyme inhibitors, primary screen, biochemical, plate reader, single point, HTS; actives 0.096% (n = 360,000); AID 602481, 2012; 7,8-diaminopelargonic acid synthase BioA (Mycobacterium tuberculosis); inhibition, % at 9.99 µM; purified M. tuberculosis BioA enzyme; in the data active means inhibition above about 40%; inconclusive means no clear call, values can overlap the other calls
FadD28 FP inh = inhibitors of FadD28 bisubstrate probe binding, primary screen, biochemical, fluorescence polarization, single point | AID 588549, 2011 | actives 0.22% (n = 360,000) | Mycobacterium tuberculosis FadD28 fatty-acid-AMP ligase | inhibition, % at 12.5 µM; in the data active means inhibition above about 8.5%, passing the limit was not always enough; inconclusive means no clear call, values can overlap the other calls
BoNT-F LC inh = BoNT/F light chain protease inhibitors, primary screen, biochemical, flow cytometry, MLPCN library. inhibition, % at 10 µM. Multiplex microsphere protease cleavage assay. AID 588497, 2011. actives 0.22% (n = 360,000); in the data active means inhibition above about 35%, passing the limit was not always enough; inconclusive means no clear call, values can overlap the other calls; further: plate controls were buffer without enzyme for full effect and enzyme alone for no effect
FBA Mtb inh = Mtb FBA enzyme inhibitors, primary screen, biochemical, fluorescence, strain H37Rv; purified M. tuberculosis FBA, fluorescence read-out; inhibition, % at 1 µM; actives 2.3% (n = 360,000); in the data active means inhibition above about 27%;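 further: 0% = vehicle and 100% = reference inhibitor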
Target sequence (P9WQA3 whole entry, looked up): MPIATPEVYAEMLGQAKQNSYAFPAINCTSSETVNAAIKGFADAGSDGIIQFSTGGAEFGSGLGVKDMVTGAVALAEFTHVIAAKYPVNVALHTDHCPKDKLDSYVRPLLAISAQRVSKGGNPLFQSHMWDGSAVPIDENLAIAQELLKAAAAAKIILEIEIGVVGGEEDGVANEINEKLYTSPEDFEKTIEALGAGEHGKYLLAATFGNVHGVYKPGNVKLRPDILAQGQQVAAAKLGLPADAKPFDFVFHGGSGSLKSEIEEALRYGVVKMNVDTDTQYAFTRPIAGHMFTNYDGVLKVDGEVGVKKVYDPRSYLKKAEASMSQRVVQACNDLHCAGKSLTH
BoNT A protease = BoNT/A light chain protease inhibitors, primary screen, biochemical, flow cytometry, MLPCN library; multiplex microsphere protease substrate cleavage; Botulinum neurotoxin type A light chain protease (Clostridium botulinum A str. ATCC 3502); actives 0.17% (n = 360,000); inhibition, % at 10 µM; further: plate controls were buffer without enzyme for full effect and enzyme alone for no effect
Anthrax LF inh2 = Bacillus anthracis LF protease inhibitors, primary screen, biochemical, multiplex microsphere, MLPCN library; Lethal factor (Bacillus anthracis), P15917; multiplex microsphere protease cleavage assay; inhibition, % at 10 µM; actives 0.12% (n = 360,000); AID 588501, 2011; further: plate controls were buffer without enzyme for full effect and enzyme alone for no effect
GDH-TPI inh = GDH-TPI coupling enzyme inhibitors, primary screen, artefact control for M. tuberculosis FBA inhibitor project, biochemical, absorbance, full deck; GDH-TPI coupled enzyme counterscreen, NADH absorbance; inhibition, % at 4.8 µM; actives 1.2% (n = 360,000); in the data active means inhibition above about 30%;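 further: 0% = DMSO wells and 100% = wells lacking the enzyme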
PfHsp40 rescue = rescue of yeast from PfHsp40 toxicity, primary screen, S. cerevisiae, ATP luminescence | growth rescue, % at 12.5 µM | S. cerevisiae expressing PfHsp40, growth rescue | actives 0.68% (n = 340,000); in the data active means growth rescue above about 28%, passing the limit was not always enough; inconclusive means no clear call, values can overlap the other calls;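 further: yeast W303a lacking pdr1 and pdr3 grown in galactose medium; growth measured after three days at 30 °C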
UGM FP inh = M. tuberculosis UGM enzyme inhibitors, primary screen, biochemical, fluorescence polarization, single point | purified UGM, fluorescence polarization probe displacement | AID 504406, 2011 | inhibition, % at 10 µM | actives 0.06% (n = 320,000); in the data active means inhibition above about 10%, passing the limit was not always enough; inconclusive means no clear call, values can overlap the other calls
Target sequence (P9WIQ1 whole entry, looked up): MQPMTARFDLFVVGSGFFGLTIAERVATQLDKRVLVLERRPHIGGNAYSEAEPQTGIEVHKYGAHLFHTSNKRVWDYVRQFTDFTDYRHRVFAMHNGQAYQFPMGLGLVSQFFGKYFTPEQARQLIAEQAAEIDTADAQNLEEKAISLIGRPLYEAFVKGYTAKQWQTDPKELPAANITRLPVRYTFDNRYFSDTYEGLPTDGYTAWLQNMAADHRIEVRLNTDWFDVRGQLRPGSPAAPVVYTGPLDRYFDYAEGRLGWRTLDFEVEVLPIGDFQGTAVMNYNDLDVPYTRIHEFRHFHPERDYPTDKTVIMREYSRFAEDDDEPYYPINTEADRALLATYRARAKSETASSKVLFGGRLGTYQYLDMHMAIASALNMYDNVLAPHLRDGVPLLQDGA
* hit, by the source's call; ? = inconclusive; . = not tested or not shown. Unless noted, no stated cut-off is given here; in the data, active means inhibition above about 30%; inconclusive means no clear call, values can overlap the other calls; inactive means below that. Rows are unselected. Share with any hit: about 4.7%.

SMILES	BioA inh	FadD28 FP inh	BoNT-F LC inh	FBA Mtb inh	BoNT A protease	Anthrax LF inh2	GDH-TPI inh	PfHsp40 rescue	UGM FP inh
CCOC(=O)N1CCN(C(=O)C(CC)n2nc(C)c3sc4ccccc4c3c2=O)CC1 (configuration not stated)	-1.6	0.6	2.7	0.1	-0.2	-4.8	3.9	-1.5	0.1
CN(C)C=Nc1c(C(=O)c2ccccc2)sc2nccc(N(C)C)c12	.	0.6	-6.1	-9.8	0.0	0.3	13.2	-1.4	-2.1
Cc1c(NC(=O)c2cccc(NC(=O)COc3cccc(Br)c3)c2)c(=O)n(-c2ccccc2)n1C	-2.1	-2.0	-0.1	0.4	0.1	-0.2	0.4	0.1	1.6
Cc1nc2ccc(NC(=O)C(F)(F)F)cc2o1	0.3	-3.4	-6.2	1.1	-2.6	-3.7	-5.1	0.5	1.4
Cc1cc(NC(=O)C(C)SCC(=O)N(C)CC(=O)Nc2ccccc2C(F)(F)F)no1 (configuration not stated)	-0.5	-0.8	3.8	-1.1	1.3	4.8	-5.5	0.5	.
COC(=O)C[C@H]1c2cc(C(F)(F)F)ccc2S(=O)(=O)N1Cc1ccccc1	0.4	-1.7	-2.9	0.3	-0.1	0.5	-0.9	-0.8	-0.1
Cc1ccccc1C(=O)OCC(=O)Nc1cccc(S(=O)(=O)N2CCCCC2)c1	-0.1	-0.3	-3.3	-1.2	-0.1	-3.3	6.6	.	.
O=S(=O)(NCCC1=CCCCC1)c1ccccc1Br	-0.6	-1.0	.	1.6	.	.	2.5	1.1	.
CN(c1cc2c(c3c1ccn3C)C1CCC2O1)C1CCCCC1 (configuration not stated)	-0.8	-0.2	3.1	0.8	0.4	-3.7	.	.	.
Cc1nc2ccccc2c(=O)n1/N=C/c1ccccc1O	0.8	-2.1	-1.2	-3.8	0.0	-3.9	9.9	0.0	-0.1
O=C(Cc1ccc(Cl)cc1)Oc1cccc2cccnc12	-2.3	-0.2	2.4	1.1	0.4	-3.5	8.7	0.6	3.7
CCOC(=O)CCCc1ccc(/C(C)=N/NC(N)=S)cc1	.	1.4	?	-4.0	-6.2	-11.2	8.8	0.9	1.5
COc1cc(/C=N/NC(=O)CNC(=O)c2ccc3c(c2)OCCO3)ccc1O	-0.7	-1.8	1.3	0.6	-0.2	-2.4	1.2	0.1	-1.5
O=C1NC2(CCCC2)C(=O)N1CC(=O)N(Cc1ccccc1)c1ccccc1	.	0.7	-2.6	-1.8	-0.9	?	7.9	0.0	-2.2
CC(C)(C)C(=O)N(Cc1ccc(Cl)cc1)Cc1cccnc1	0.4	-3.3	-0.6	0.7	-0.3	0.8	1.5	0.3	-2.1
COc1cccc(/C=N/NC(=O)CCCC(=O)Nc2ccc(Br)cc2)c1	-0.7	-4.2	-3.7	0.6	-0.3	-0.2	0.0	-1.4	.
O=C(c1cc(-c2ccco2)nn1-c1cccc(Cl)c1)N1CCCCC1	-0.6	-0.8	0.1	3.7	1.7	0.7	9.7	-2.3	1.2
COCC(=O)N/N=C(\C)CC(=O)Nc1ccccc1C(N)=O	-3.3	1.4	-5.4	55.0*	-0.8	3.0	8.1	-1.0	3.1
CCN1C(=O)[C@H]2[C@@H](c3ccc(OC)cc3)N3C(=O)CN(Cc4ccccc4)C(=O)[C@@]3(Cc3ccccc3)[C@H]2C1=O	1.4	0.5	-4.2	2.2	0.2	5.9	-0.5	-0.4	-0.2
Cc1noc(NS(=O)(=O)c2ccc(NC(=O)C34CC5CC(C3)CC(n3cnc(Cl)n3)(C5)C4)cc2)c1C	.	-4.1	-4.9	0.0	-0.2	-1.1	-0.4	-0.7	2.3
CC(=O)c1nnn(-c2ccc([N+](=O)[O-])cc2C)c1C	.	-1.3	-13.6	2.2	-3.4	2.6	6.1	-0.7	-1.6
Cc1nc2c(C)cccn2c(=O)c1NC(=O)COc1ccccc1	-4.5	-0.8	8.3	-0.2	3.5	3.0	20.1	-0.1	-3.4
Cc1cc(C)cc(NC(=O)CN2CCN(c3ncccn3)CC2)c1	0.1	-2.8	5.1	3.2	2.4	-0.1	0.0	0.4	1.0
CCOC(=O)c1[nH]c2ccc(OC)cc2c1NC(=O)c1ccccc1C(=O)O	.	0.0	?	30.2*	-0.5	4.3	1.1	0.0	-0.7
CCOC(=O)c1c(NC(=O)COc2ccccc2C#N)sc2c1CC(C)(C)NC2(C)C	-0.6	-1.9	10.8	2.1	1.5	-1.6	7.4	1.5	-1.0

Whole records, looked up by structure.
Results for CN(c1cc2c(c3c1ccn3C)C1CCC2O1)C1CCCCC1 (configuration not stated) → BioA inh = -0.8; FadD28 FP inh = -0.2; BoNT-F LC inh = 3.1; FBA Mtb inh = 0.8; BoNT A protease = 0.4; Anthrax LF inh2 = -3.7; GDH-TPI inh = .; PfHsp40 rescue = .; UGM FP inh = .
Results for O=C1NC2(CCCC2)C(=O)N1CC(=O)N(Cc1ccccc1)c1ccccc1 → BioA inh = .; FadD28 FP inh = 0.7; BoNT-F LC inh = -2.6; FBA Mtb inh = -1.8; BoNT A protease = -0.9; Anthrax LF inh2 = ?; GDH-TPI inh = 7.9; PfHsp40 rescue = 0.0; UGM FP inh = -2.2

Back to the main list; the four compounds before the break are reprinted first.
SMILES	BioA inh	FadD28 FP inh	BoNT-F LC inh	FBA Mtb inh	BoNT A protease	Anthrax LF inh2	GDH-TPI inh	PfHsp40 rescue	UGM FP inh
Cc1nc2c(C)cccn2c(=O)c1NC(=O)COc1ccccc1	-4.5	-0.8	8.3	-0.2	3.5	3.0	20.1	-0.1	-3.4
Cc1cc(C)cc(NC(=O)CN2CCN(c3ncccn3)CC2)c1	0.1	-2.8	5.1	3.2	2.4	-0.1	0.0	0.4	1.0
CCOC(=O)c1[nH]c2ccc(OC)cc2c1NC(=O)c1ccccc1C(=O)O	.	0.0	?	30.2*	-0.5	4.3	1.1	0.0	-0.7
CCOC(=O)c1c(NC(=O)COc2ccccc2C#N)sc2c1CC(C)(C)NC2(C)C	-0.6	-1.9	10.8	2.1	1.5	-1.6	7.4	1.5	-1.0
CCn1c(SCC(=O)c2c(N)n(C3CC3)c(=O)[nH]c2=O)nnc1-c1ccccc1OC	-1.4	-0.4	3.6	-0.8	-0.3	1.9	-2.2	0.5	0.9
Cn1nc(-c2ccc(S(N)(=O)=O)s2)cc1C(F)(F)F	.	-2.1	?	1.2	?	11.5	1.9	-2.2	3.4
CC(C(=O)Nc1ccccn1)N1C(=O)c2ccccc2S1(=O)=O (configuration not stated)	0.6	-2.2	-10.5	-2.1	3.0	-4.4	12.2	0.5	1.3
NC1=NC2(CCCCC2)N(c2cccc(Cl)c2)C(N)=N1	-1.9	-1.6	-3.3	2.2	-1.4	-0.6	7.8	-0.2	3.5
O=C(CC[C@H]1O[C@@H](n2ccc(=O)[nH]c2=O)[C@H](O)[C@@H]1O)NCC1CCCO1 (some centres not stated)	-0.1	-2.6	2.0	-0.1	-0.3	-1.4	.	.	.
CC(=O)N1CCN(S(=O)(=O)c2c(C)n(C)c(=O)n(C)c2=O)CC1	6.8	-2.0	3.3	0.3	-2.7	1.2	1.3	0.1	0.3
COc1ccccc1C(=O)COC(=O)/C=C/c1ccccc1	0.4	0.9	-0.6	2.1	1.2	-1.8	10.2	0.8	5.6
CC(CCN1CCN=C1Nc1ccccc1)c1ccccc1 (configuration not stated)	-0.4	1.1	4.9	2.1	0.0	3.2	-3.6	2.0	2.7
COC(=O)C1=C(O)/C(=C\c2ccc(CNS(=O)(=O)c3ccccc3)o2)N=C1C	.	3.6	-3.6	-1.6	0.4	1.7	6.5	-0.2	-0.6
CC(C)COc1cccc(-c2cc(C(=O)Nc3ccon3)c3ccccc3n2)c1	-1.1	-4.6	2.3	-3.0	0.7	2.8	-0.4	-0.5	-5.1
Cc1cc(C(=O)C(=O)N(C)C)c(C)n1-c1ccc(Cl)cc1	0.5	-4.8	-1.3	0.5	-0.5	1.2	4.1	-1.0	0.5
O=C(CN1CCN(C(=O)N2CCCCC2)CC1)Nc1ccc(F)cc1	-1.3	-4.0	-4.9	1.5	-0.4	1.1	5.8	-1.9	-2.9
O=C(Cn1ccc(C(F)(F)F)n1)N/N=C/c1ccc2c(c1)OCO2	.	-2.9	4.6	2.9	0.7	-1.2	21.0	-1.4	1.7
COCC(=O)NCCc1ccc(S(N)(=O)=O)cc1	-0.7	0.5	-16.2	5.7	-0.6	5.9	2.5	-1.2	-0.5
CC(=O)N(CCC1(c2ccc(C)cc2)CCOC(C(C)C)C1)Cc1ccco1 (configuration not stated)	1.5	-2.4	0.8	3.8	-0.2	1.2	-3.9	17.8	0.2
CCC(Cc1ccccc1)NC(=O)CCc1ccccc1 (configuration not stated)	-0.3	-3.4	-2.4	1.7	1.0	12.6	-0.8	1.5	2.3
O=C(NC1CCCCC1)C1CCC(=O)N(C2CC2)C1 (configuration not stated)	-2.7	-3.0	-16.1	0.3	-1.1	3.5	-3.5	-0.2	-1.9
CC(=O)Nc1cccc(NC(=O)Cc2ccc3ccccc3c2)c1	-1.5	-2.5	?	1.1	5.2	-0.3	5.6	-0.2	1.0
O=C(Cc1ccccc1)Nc1ccccc1C(=O)N1CCN(c2ccccc2)CC1	1.3	-1.2	0.5	6.0	0.7	-0.7	6.5	-0.1	1.1
CC/C(=N\Nc1ccccc1)c1c(O)n(-c2ccc(OC)cc2)c(=O)[nH]c1=O	.	-0.2	7.7	-0.2	-0.1	-8.3	5.2	0.2	-0.2
CN1C(=O)NC2(O)C(=O)c3ccccc3C12O (configuration not stated)	-1.4	-0.9	-1.6	3.5	-1.0	-4.5	9.7	-0.2	0.2
Cc1cccc(NC(=O)C(=O)NCCc2c[nH]c3ccccc23)c1C	0.1	-2.4	-3.0	2.9	-1.7	-2.0	-4.3	1.3	-0.3
COc1ccc(C2=NOC(C(=O)Nc3cccnc3)C2)cc1OC (configuration not stated)	5.6	-1.6	0.5	0.8	-0.3	-3.6	3.4	-1.1	0.2
N#C/C(=C\c1ccc(O)c(O)c1)C(=O)c1ccc(O)c(O)c1	3.4	4.6	-4.1	-7.0	-1.1	-2.5	46.1*	-1.3	0.6
CCOC(=O)C1=CN(Cc2ccco2)S(=O)(=O)N(C)C1c1cccc(OC)c1 (configuration not stated)	0.3	0.4	-2.4	-1.6	-0.1	-4.7	0.0	-1.3	.
COc1ccc(CCNC(=O)CSC2=NS(=O)(=O)c3cc(F)ccc3N2)cc1OC	1.0	-1.9	-7.2	-1.5	-0.8	0.2	5.3	.	.
Cc1cccc(OCC(=O)N2CCc3ccccc3C2)c1C	0.6	0.4	1.0	-3.2	0.1	4.1	2.2	.	.
